# Assay outcomes as filed in PubChem.
# STK33 inh – blocks human STK33 kinase activity | Q9BYT3 | purified STK33, MBP phosphorylation, ADP-Glo luminescence | inhibition, % at 10 µM | 0.073% of 320,000 active | AID 2661;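 active = inhibition at or above 25%, using the most active replicate where run in duplicate; inactive = inhibition below 25%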
# Target sequence (Q9BYT3 whole entry, looked up): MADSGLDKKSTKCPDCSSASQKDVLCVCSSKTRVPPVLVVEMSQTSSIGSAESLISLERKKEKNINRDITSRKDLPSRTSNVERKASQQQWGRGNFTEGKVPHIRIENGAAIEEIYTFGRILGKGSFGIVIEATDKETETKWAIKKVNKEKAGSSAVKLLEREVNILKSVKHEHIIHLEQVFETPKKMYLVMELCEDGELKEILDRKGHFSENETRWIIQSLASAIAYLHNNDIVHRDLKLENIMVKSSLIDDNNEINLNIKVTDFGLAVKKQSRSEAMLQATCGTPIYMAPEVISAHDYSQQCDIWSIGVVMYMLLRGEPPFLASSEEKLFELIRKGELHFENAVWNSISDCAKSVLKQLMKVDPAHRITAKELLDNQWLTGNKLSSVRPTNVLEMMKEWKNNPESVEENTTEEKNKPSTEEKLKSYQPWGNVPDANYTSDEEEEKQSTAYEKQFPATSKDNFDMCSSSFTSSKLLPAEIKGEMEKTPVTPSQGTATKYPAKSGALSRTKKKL
# OX1R FRET antag – OX1R (human) antagonism. OX1R-expressing cells, FRET antagonist read-out. AID 485270. inhibition, % at 6.6 µM. 1.8% of 330,000 active; in the data active = inhibition mostly above about 38%, no sharp cut-off; inactive = mostly below about 40%;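 note: 0% = agonist challenge alone and 100% = reference antagonist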
# Target sequence (O43613 whole entry, looked up): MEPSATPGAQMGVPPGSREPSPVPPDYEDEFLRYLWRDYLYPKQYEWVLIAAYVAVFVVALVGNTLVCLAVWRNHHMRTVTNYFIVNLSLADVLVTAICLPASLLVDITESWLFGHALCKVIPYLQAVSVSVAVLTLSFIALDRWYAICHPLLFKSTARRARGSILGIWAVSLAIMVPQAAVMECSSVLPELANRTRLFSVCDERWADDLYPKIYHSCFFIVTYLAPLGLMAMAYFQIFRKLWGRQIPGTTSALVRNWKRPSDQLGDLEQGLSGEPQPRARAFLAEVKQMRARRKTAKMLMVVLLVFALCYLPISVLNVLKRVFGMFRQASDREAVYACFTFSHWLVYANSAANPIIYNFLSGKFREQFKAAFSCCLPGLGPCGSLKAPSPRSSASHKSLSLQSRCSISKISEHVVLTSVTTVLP
# KCNQ2 inh – KCNQ2 potassium channel inhibitors, primary screen, cell-based, CHO-K1, FluxOR thallium flux, B-score (AID 2156) | 20 min; hits give low values | 1.1% of 310,000 active | B-score at 10 µM;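 active = fluorescence ratio B-score at most minus 3 library SDs, with starting brightness B-score within 2 library SDs, cut at about -5.5 in these data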
# Starred values were filed as active, the others as inactive; i = inactive; · = no result given. No enrichment for hits; any-hit rate near 2.7%.
SMILES,STK33 inh,OX1R FRET antag,KCNQ2 inh
COc1cc2ncnc(NCc3ccccc3)c2cc1OC,0.9,18,i
S=c1nc(-c2ccccc2)[nH]c2ccc(Br)cc12,-2.9,-3,i
Cc1noc(/C=C/N(C)C)c1S(=O)(=O)N1CCN(c2ccccc2)CC1,-0.6,3,i
C(=C\c1ccc2ccccc2n1)/c1ccccc1,-0.1,-1,i
Cc1ccccc1N=C1NC(=O)/C(=C/c2cccn2C)S1,-0.8,16,i
Cc1ccc(CNC(=O)c2ccc(Cn3nc(C)cc3C)o2)cc1,-1.4,19,i
CCN1C(=O)[C@H]2[C@@H](c3ccc(SC4CCCCC4)c(OC)c3)N3CCCC[C@@]3(C(=O)OC)[C@H]2C1=O,0.1,7,i
C=C(C)C(=O)Nc1cccc(C2=NOC3(C2)C[C@H](C(N)=O)N(C(=O)COc2ccc(Cl)cc2)C3)c1 (stereo partly drawn),-0.5,20,i
COc1cccc(-c2cn(C[C@H]3CC[C@@H]([C@@H]4CC[C@H](Cn5cc(-c6cccc(OC)c6)nn5)O4)O3)nn2)c1,0.1,30,i
CCn1c(-c2cc(-c3ccc(OC(C)C)cc3)nc3ccccc23)n[nH]c1=S,-0.1,10,i
Cc1nnc(SCC(=O)Nc2ccc3c(c2)OCO3)n(N)c1=O,-0.5,18,i
Nc1ncc2c(n1)-c1cc(Cl)ccc1SC2,4.8,33,i

# Single records (already shown). Order of screens: STK33 inh	OX1R FRET antag	KCNQ2 inh
# Listed for `C(=C\c1ccc2ccccc2n1)/c1ccccc1` = -0.1	-1	i
# Listed for `CCN1C(=O)[C@H]2[C@@H](c3ccc(SC4CCCCC4)c(OC)c3)N3CCCC[C@@]3(C(=O)OC)[C@H]2C1=O` = 0.1	7	i
# Listed for `Cc1ccc(CNC(=O)c2ccc(Cn3nc(C)cc3C)o2)cc1` = -1.4	19	i
# Listed for `COc1cccc(-c2cn(C[C@H]3CC[C@@H]([C@@H]4CC[C@H](Cn5cc(-c6cccc(OC)c6)nn5)O4)O3)nn2)c1` = 0.1	30	i

# Further results follow.
SMILES,STK33 inh,OX1R FRET antag,KCNQ2 inh
COc1ccc2cc(OCC(=O)NNC(=O)Nc3ccc(F)cc3)ccc2c1,-0.2,13,i
O=C1NC(Cc2ccccc2)c2nc3cc(Cl)ccc3c(=O)n2-c2cc(Cl)ccc21 (stereo not drawn),-0.8,3,·
Cc1cccc(CN2CCSc3sccc3C2=O)c1,-0.3,8,i
COc1cc(/C=C\C(=O)NCc2ccc3c(c2)cc(C)n3C)cc(OC)c1OC,-0.9,8,i
O=C(CN1CCN(S(=O)(=O)c2ccccc2)CC1)Nc1cccc(C(F)(F)F)c1,3.8,14,i
COc1ccc(CN2CCN(S(=O)(=O)c3ccccc3)CC2)c(OC)c1,-0.4,14,i
CCN(CC)C(=O)CSc1nc(COc2ccccc2)nc2ccccc12,-0.8,19,i
CCCCOc1cccc(OCC(=O)Nc2nc3ccccc3[nH]2)c1,-1.0,18,i
CCCc1cc(=O)n2[nH]c(-c3ccc(Br)cc3)cc2n1,1.0,20,i
CN(C)C(=O)CSc1nnc(-c2cnccn2)n1C,-0.9,0,i
Cc1ccc(C)c(S(=O)(=O)NCC(=O)N2CCCC2)c1,0.5,2,i
Cc1cccc(NC(=O)CN2CCN(C(=O)c3oc4c(Cl)cccc4c3C)CC2)c1C,-1.8,-4,·
CCOC(=O)N1CCN(Cc2nc(N)nc(Nc3ccc(C)cc3)n2)CC1,·,12,i
Cc1cccc(N2CC(O)(c3cccs3)[N+]3=C2CCCC3)c1C (stereo not drawn),0.3,12,i
COc1ccc(OC)c(Nc2nc(-c3sc(NC(=O)c4ccccc4)nc3C)cs2)c1,0.4,4,i
O=C(NCc1ccccn1)c1coc(=O)c(Br)c1,-0.6,11,i
COC(=O)Nc1ccc(S(=O)(=O)N2CCCC(C(=O)NC3CCCCC3)C2)cc1 (stereo not drawn),0.3,7,i
CCN(CC(=O)Nc1cccc(OC)c1)CC(=O)Nc1ccccc1C,-0.5,13,i
CCOC(=O)/C=C/c1nc(C(=O)OCC)c(C)c(=O)[nH]1,0.3,11,i
COc1cc(C(=O)NC2CC(C)(C)Cc3c2cnn3-c2ccccc2)cc(OC)c1OC (stereo not drawn),-1.4,9,i
O=C1c2ccccc2C(=O)N1/N=C/c1ccc(O)c(O)c1,1.6,11,i
CC(NC(=O)C1CCN(C(=O)Nc2ccccc2)CC1)c1ccccc1 (stereo not drawn),·,12,i
COC(=O)C1=C(C(=O)OC)C(c2ccc(OC)c(OC)c2)c2sc(=O)[nH]c2S1 (stereo not drawn),-1.0,20,i
C[C@@H](OC(=O)c1[nH]cnc1C(=O)N1CCN(C(=O)OC(C)(C)C)CC1)c1ccccc1,0.7,8,·
O=C(NCC1CCN(Cc2ccccc2F)CC1)C1CCCN(c2ncnc3c2nc2n3CCCCC2)C1 (stereo not drawn),-1.4,13,i
CC(=O)n1ccnc1,-3.3,14,i
Cc1oc2cc3oc(=O)c(CCC(=O)N[C@H](C(=O)O)C(C)C)c(C)c3cc2c1C,-1.0,6,i
O=C1NC2(CCCCC2)C(=O)N1CCN1C(=O)c2ccccc2C1=O,-0.9,10,i
O=C(Cn1cc(S(=O)(=O)Cc2ccccc2)c2ccccc21)N1CCOCC1,1.1,0,i
Cc1cc(C(=O)CSc2nnc(-c3cccnc3)n2-c2ccccc2F)c(C)n1CC1CCCO1 (stereo not drawn),-0.4,24,i
CCn1c(CCc2nc3ccccc3[nH]2)n[nH]c1=S,0.2,6,i
O=C(O)Cc1csc(NC(=O)CSc2cccc(C(=O)O)n2)n1,-1.6,9,i
CCOCC(=O)Nc1cc(-c2cn3cccnc3n2)ccc1C,-0.6,13,i
Cc1cc(C(=O)CSc2n[nH]c(N)n2)c(C)n1-c1ccc(F)cc1,-0.8,15,i
COCCSc1ccccc1C(=O)Nc1ccncc1,0.6,2,i
Cc1cccc(-c2nnc3n2N=C(c2ccccc2)CS3)c1,0.6,20,i
Cc1cc2c(c(=O)n1CCc1ccccc1)C(C(C)C)C(C#N)=C(N)O2 (stereo not drawn),-2.1,28,i
COc1ccc(S(=O)(=O)N2CCc3ccccc32)cc1C(=O)NCCc1ccccn1,-0.7,11,i
COc1ccc(C(=O)NN2C(=O)C3CCC(C)(C2=O)C3(C)C)cc1 (stereo not drawn),-0.3,6,i
CCOC(=O)c1cnn(-c2ccccc2)c1-n1cccc1C(=O)C(=O)Nc1ccc(F)cc1,-1.4,22,i
Nc1cccc(C(=O)Nc2cccc3ncccc23)c1,-3.5,3,i
CS(=O)(=O)Nc1ccccc1C(=O)NCCSc1ccc(Cl)cc1,-1.7,·,i
O=C(O)/C=C/c1ccc2ccccc2n1,-2.1,7,i
O=c1cc(CSc2nnc(COc3ccc(Cl)cc3)o2)c2ccccc2[nH]1,-1.3,24,i
Cc1cc(C)nc(N/N=C/c2ccc([N+](=O)[O-])o2)n1,0.2,61*,i
Cc1ccc(NC(=S)N(CCCN2CCOCC2)Cc2cccnc2)cc1C,-0.8,28,i
O=C(Nc1nc(-c2cccs2)cs1)C1=COCCO1,-1.1,9,i
N#Cc1ccsc1NC(=O)c1cccc([N+](=O)[O-])c1,-0.1,36,i
CCOc1ccc(S(=O)(=O)N2CCCC(C(=O)NCc3cccnc3)C2)cc1C (stereo not drawn),-0.6,13,i
Cc1ccc(-n2c(O)cnc2Nc2nc(C)cc(C)n2)cc1,-0.2,9,i
CCN(C(=O)Cn1nnc(-c2ccccc2)n1)C1CCS(=O)(=O)C1 (stereo not drawn),-1.0,3,i
CCOC(=O)c1c(C)[nH]c(C(=O)COC(=O)c2cccnc2Cl)c1C,-0.7,9,·
COc1ccc(-n2ncc3c(=O)n(CC(=O)N4c5ccccc5CC4C)cnc32)cc1 (stereo not drawn),1.7,27,i
CCN1C(=O)c2cccc3c(S(=O)(=O)N(C(=O)c4ccncc4)c4ccc(OC)cc4)ccc1c23,2.3,61,i
Fc1ccc(-c2cc(-c3cccs3)cc(-c3ccccc3)n2)cc1,0.0,5,i
Brc1cc2ccccc2[n+](Cc2ccccc2)c1,-0.5,102*,i
CC(=O)c1ccc(N2CCN(C(=O)c3n[nH]c4ccccc34)CC2)cc1,0.2,25,i
Cc1ccc(Oc2nc3ccccc3n3c(C)nnc23)cc1,-0.7,3,i
O=C(c1cc2nc(-c3cccs3)cc(C(F)(F)Cl)n2n1)N1CCCc2ccccc21,-0.2,11,i
O=C1N/C(=C/c2ccc(Br)cc2)C(O)=C1C=NCc1ccccc1,-2.1,11,i

# Carrying on:
SMILES,STK33 inh,OX1R FRET antag,KCNQ2 inh
Cc1noc(C)c1C(=O)OCC(=O)C12CC3CC(CC(C3)C1)C2,-1.0,8,i
c1ccc(CCN2CN=C(Nc3nc4ccccc4s3)NC2)cc1,-1.2,10,i
COc1cc(C(=O)NCc2nnc(SCC(=O)N3CCC(C)CC3)o2)cc(OC)c1OC,-1.6,6,i
CC(=O)c1ccc(C(=O)N2CCCC(C(=O)c3cc(F)ccc3F)C2)s1 (stereo not drawn),0.1,13,i
COc1ccc(NC(=S)N2CCCC2)c(OC)c1,-0.2,5,i
O=C(NCC1CCN(Cc2ccc(F)cc2)CC1)Nc1cc(F)ccc1F,-0.3,-9,i
CN(Cc1ccc(-n2cccn2)cc1)Cc1nc(-c2cnccn2)no1,-0.7,18,i
COc1cc(OC)cc(C(=O)NC(=S)NNC(=O)c2cnccn2)c1,-0.7,5,i
COc1ccc(N(CC(=O)Nc2cccc3ccccc23)S(C)(=O)=O)c(OC)c1,-7.7,-7,i
Cc1ccc(NS(=O)(=O)c2ccc(C(=O)OCC(=O)N3CCCCC3)cc2)cc1,-0.5,5,·
Cc1csc(=O)n1CC(=O)OCC(=O)NCc1ccccc1,-0.7,14,i
COc1ccc(N2CCN(CC(O)COC(c3ccc(F)cc3)c3ccc(F)cc3)CC2)cc1 (stereo not drawn),-0.2,·,i
O=C(CNC(=O)c1ccc(Br)o1)NNC(=O)c1ccccc1O,-0.3,3,i
COCCCn1c(SCC(=O)NC2CCCC2)nnc1-c1ccncc1,-0.5,17,i
CN1CCN(S(=O)(=O)c2ccc(C(=O)Nc3ccccc3)cc2)CC1,2.2,-1,i
CCOCCCNC(=O)c1ccc(OC)cc1,0.2,14,i
O=C(O)c1ccc(CSc2nnc(-c3ccncc3)n2CC2CCCO2)cc1 (stereo not drawn),0.8,20,i
CC(=O)c1ccccc1NC(=O)Cn1c(=O)cnc2ccccc21,·,25,i
CC(C)N(Cc1nnc(-c2ccc(Cl)cc2)o1)C(=O)C1=COCCO1,0.4,17,i
O=C(N/N=C\c1ccc(Cl)s1)C1COc2ccccc2O1 (stereo not drawn),0.8,17,i
O=C(CSC1=NCCS1)Nc1ccccc1F,-2.0,20,i
C#CCOCCOCCOCCNc1nc(N2CCN(C(=O)CCCCCCCCCCNC(=O)Cn3cc(C[C@@H](C)O)nn3)CC2)nc(N2CCN(C(=O)CCCCCCCCCCNC(=O)[C@H](CO)n3cc(CCCSC)nn3)CC2)n1,-1.3,-12,·
CCOC(=O)N1CCN(C/C(C)=C/c2ccccc2)CC1,-1.8,14,i
COc1cc(/C=C/C(=O)OCC(=O)Nc2c(C)n(C)n(-c3ccccc3)c2=O)ccc1O,-0.9,16,i

# Four of these compounds in another layout:
O=C(Nc1nc(-c2cccs2)cs1)C1=COCCO1
  STK33 inh: -1.1	OX1R FRET antag: 9	KCNQ2 inh: i

N#Cc1ccsc1NC(=O)c1cccc([N+](=O)[O-])c1
  STK33 inh: -0.1	OX1R FRET antag: 36	KCNQ2 inh: i

CCOc1ccc(S(=O)(=O)N2CCCC(C(=O)NCc3cccnc3)C2)cc1C (stereo not drawn)
  STK33 inh: -0.6	OX1R FRET antag: 13	KCNQ2 inh: i

Cc1ccc(-n2c(O)cnc2Nc2nc(C)cc(C)n2)cc1
  STK33 inh: -0.2	OX1R FRET antag: 9	KCNQ2 inh: i

# Going on with the list:
SMILES,STK33 inh,OX1R FRET antag,KCNQ2 inh
O=C(COC(=O)C1CCCN1C(=O)c1cccs1)Nc1ccc2c(c1)OCO2 (stereo not drawn),0.1,19,i
COc1ccc(-c2nc(-n3c(C)c(C(C)=O)c(C(C)=O)c3C)sc2C)cc1OC,-0.1,15,i
CN(C)S(=O)(=O)c1ccc(N2CCCC2)c(C(=O)Nc2ccc(Br)cc2F)c1,·,5,i
CCOc1ncccc1C(=O)OCC(=O)NC1CCCCC1,-0.7,3,·
COc1cc(CNCc2cccnc2)ccc1OCC(=O)NC1CCCCC1,-1.1,17,i
CCCNC(=O)C(Cc1ccc(I)cc1)NC(=O)c1ccc(C#N)cc1 (stereo not drawn),-2.8,4,·
CCC(C)(C)NC(=O)C(c1ccc(F)cc1)N(Cc1ccco1)C(=O)c1cnccn1 (stereo not drawn),-0.3,35,i
O=C(NCCN1CCCCC1)Nc1ccc(F)cc1F,-0.3,2,i
Cc1ccc(C)c(OCC(=O)NCC(C)C)c1C,4.0,-14,i
COc1ccc(C(=O)Oc2ccc(N(C)S(=O)(=O)c3ccccc3)cc2)cc1[N+](=O)[O-],-0.8,12,i
CCCSc1nc2c(cnn2-c2ccccc2)c(=O)n1N,3.3,9,i
CC1CCC2C(=O)N(c3ccc(C(=O)NCc4ccccc4)cc3)C(=O)C2C1 (stereo not drawn),0.5,8,i
O=C(O)CCCC(=O)Nc1ccc(N=Nc2ccccc2)cc1,-3.3,13,i
O=C(Nc1cc(-c2nc3ncccc3o2)ccc1Cl)c1cccs1,0.5,67*,i
CC/C(=N\NC(=S)NC(C)C)c1ccc(OC)c(OC)c1,-1.0,19,i
Cc1ccc2[nH]c(=O)c3cc(C(=O)NCCC(C)C)sc3c2c1,-1.0,·,i
O=C(c1ccc(C(F)(F)F)cc1)c1c[nH]c(C(=O)NCCCn2ccnc2)c1,1.7,-2,i
